Screening data: PubChem, several laboratories
hiPSC survival = increases survival of single human iPS cells; hiPSC single-cell survival, ATPlite luminescence; 100% = ROCK inhibitor wells, 0% = DMSO; survival enhancement, % at 20 µM; hit rate 0.044% among 360,000; in the data active = survival enhancement above about 18%;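 also: cells exposed to compounds for 16 hours before the ATP read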
Glyco luc inh = N-linked glycosylation inhibition | hit rate 0.23% among 360,000 | D54 ERlucT glycosylation luciferase reporter, 24 h; percent of 100 nM tunicamycin response | reporter increase, % at 12.5 µM;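 active = mean luciferase reporter signal, scaled so untreated is 0 and the glycosylation-blocking control 100, at or above a set limit in every replicate; inconclusive = mean reaches the limit but not every replicate does; inactive = mean below the limit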;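 also: luciferase carries N-glycosylation sites so blocking glycosylation raises the light; 0% = median of neutral control wells and 100% = median of 100 nM tunicamycin wells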
Cardio protect = myocardial damage modulation in H9c2 cells | H9c2 cardiomyocytes, H2O2 injury protection, ATPLite, 2 h | protection from H2O2 cell death, % at 20 µM | hit rate 0.63% among 360,000 | AID 588492;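 active = compounds giving at least 50% protection of heart cells from peroxide-induced death in the single-dose screen, raw or plate-pattern-corrected value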;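 also: 0% = DMSO wells with peroxide and 100% = DMSO wells without peroxide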
PDI turbidity = inhibitors of human protein disulfide isomerase | P07237 | PDI insulin aggregation turbidity, A650, 90 min | inhibition, % at 10 µM | hit rate 0.052% among 350,000 | AID 588391;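 active = mean inhibition across replicates of 30% or more, whatever share of single replicates reach that level; inconclusive = mean inhibition below 30% while every single replicate reaches 30%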;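 also: absorbance from insulin aggregation driven by PDI reduction with DTT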
Target sequence (P07237 whole entry, looked up): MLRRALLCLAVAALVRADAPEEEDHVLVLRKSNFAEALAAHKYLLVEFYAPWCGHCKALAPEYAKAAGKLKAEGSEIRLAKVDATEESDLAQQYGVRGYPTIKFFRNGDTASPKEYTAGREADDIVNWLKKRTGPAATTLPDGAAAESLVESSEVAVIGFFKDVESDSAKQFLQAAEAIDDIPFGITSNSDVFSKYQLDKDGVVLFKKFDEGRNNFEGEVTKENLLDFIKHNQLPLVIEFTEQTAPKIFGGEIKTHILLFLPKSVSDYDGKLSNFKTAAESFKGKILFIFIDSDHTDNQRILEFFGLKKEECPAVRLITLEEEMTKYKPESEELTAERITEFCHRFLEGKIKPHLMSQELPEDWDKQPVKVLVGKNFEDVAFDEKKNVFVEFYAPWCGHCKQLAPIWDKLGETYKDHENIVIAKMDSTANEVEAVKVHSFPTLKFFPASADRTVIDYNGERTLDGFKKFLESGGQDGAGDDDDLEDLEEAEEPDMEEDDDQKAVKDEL
aDG glyco act = increases alpha dystroglycan glycosylation; hit rate 0.22% among 360,000; Pro5-aDG cells, alpha-DG glycosylation AlphaScreen (IIH6); 0% Pro5, 100% B10-LARGE cell signal; activation, % at 10 µM;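 active = activation of at least 8% versus controls, or a plate z-score of at least 8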;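 also: Pro5 are CHO cells carrying HIG-tagged alpha-DG that lacks glycosylation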
CaV13 ICDI inh = Disruptors of the CACNA1D IQ motif to Ca2+-dependent inactivation inhibitor domain association, primary screening, Förster resonance energy transfer in intact living …; HEK cells, CFP/YFP FRET ICDI-IQ, plate reader, 10 min; percent FRET-ratio fall versus neutral wells; inhibition, % at 12.3 µM; hit rate 0.098% among 340,000;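 active = mean replicate inhibition of at least 30% and at least 1% of replicates passing that level; inconclusive = only one of the two criteria is met; inactive = neither criterion is met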;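 also: 0% = median of the neutral control wells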
ABCB6 inh 2 = inhibitors of human ABC transporter ABCB6. K562-ABCB6 porphyrin accumulation, flow cytometry, 1 h; stronger effect = lower value. hit rate 0.19% among 360,000. fluorescence ratio to DMSO, % at 10 µM. Q9NP58;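 active = fluorescence ratio to DMSO below 75%, the collection mean minus 3 SD; inconclusive = too few cells collected in the well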;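 also: signal is porphyrin accumulated inside mitochondria; 100% equals median channel fluorescence of DMSO control wells; lower ratio means ABCB6 inhibition with less porphyrin fluorescence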
Vif imaging = blocks HIV Vif function | hit rate 0.35% among 340,000 | inhibition, % at 7.49 µM | HEK293T cells, Vif self-association by quenched fluorescence, imaging, 24 h; in the data active = inhibition above about 50%, passing the limit was not always enough; inconclusive = no clear call, values can overlap the other calls; inactive = below about 31%; also: some results filed as inactive read as strong as hits
HTR2A ag = activates the mouse 5-HT2A serotonin receptor; hit rate 0.66% among 360,000; AID 624169; CHO-K1 mHTR2A beta-arrestin complementation, luminescence; percent of 30 µM serotonin response; P35363; activation, % at 7.6 µM;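 active = activation above a run cutoff, the mean activation of all tested compounds plus 3 SD, cut at about 14% in these data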;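 also: 0% = plate median of compound wells and 100% = 30 µM serotonin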
Target sequence (P35363 whole entry, looked up): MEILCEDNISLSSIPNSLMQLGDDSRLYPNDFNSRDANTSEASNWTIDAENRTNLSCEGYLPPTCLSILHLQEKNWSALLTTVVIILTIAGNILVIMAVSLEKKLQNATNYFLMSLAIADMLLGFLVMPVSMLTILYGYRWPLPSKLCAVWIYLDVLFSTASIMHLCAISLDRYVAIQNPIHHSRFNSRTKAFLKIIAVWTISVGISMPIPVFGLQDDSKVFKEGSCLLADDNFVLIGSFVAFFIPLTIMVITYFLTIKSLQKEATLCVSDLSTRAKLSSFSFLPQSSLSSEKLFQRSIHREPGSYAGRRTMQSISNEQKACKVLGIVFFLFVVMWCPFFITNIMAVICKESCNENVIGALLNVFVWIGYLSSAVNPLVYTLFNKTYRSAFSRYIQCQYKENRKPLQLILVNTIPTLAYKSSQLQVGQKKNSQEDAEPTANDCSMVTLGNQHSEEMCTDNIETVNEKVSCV
Exocytosis inh = blocks lytic granule exocytosis; TALL-104 LAMP-1 surface exposure, flow cytometry; cells stimulated with thapsigargin and PMA; inhibition, % at 10 µM; hit rate 0.66% among 360,000;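 active = inhibition above about 55%, limit read from the data; inconclusive = no clear call, values can overlap the other calls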
The depositor's hits bear a star; ? = inconclusive; . = not tested or not shown.

SMILES	hiPSC survival	Glyco luc inh	Cardio protect	PDI turbidity	aDG glyco act	CaV13 ICDI inh	ABCB6 inh 2	Vif imaging	HTR2A ag	Exocytosis inh
Cc1cc(C)c(CN2CCN(C(=O)Cn3cnc(C(=O)Nc4ccc(C)c(C)c4)n3)CC2)c(C)c1	0.0	-2	-13	0	0.6	-5	99	-10	7	7
COc1ccc(CNC(=O)C(C)Sc2ccc(S(=O)(=O)N3CCOCC3)cn2)cc1 (configuration not stated)	-0.5	2	7	-1	-0.3	-6	97	12	10	6
CCc1ccc(OCc2ccc(C(=O)O)o2)cc1	-0.6	-7	-6	7	0.0	-4	100	2	2	-3
COc1ccc2c(c1)CCc1cnc(N)nc1-2	-0.7	-6	-7	0	-0.2	-6	96	-3	-3	1
CCCNC(=O)Nc1ccccc1C(=O)Nc1ccc(OC)cc1	-0.5	-1	2	-2	-0.2	-4	92	3	-3	2
COC(=O)N/N=C/c1c(C)cc(C)cc1C	2.7	2	1	5	-0.2	-4	97	3	2	-5
CC1=C(C(=O)N2CCOCC2)CC(CC(=O)NCc2cccs2)C(=O)N1Cc1ccc(C(C)(C)C)cc1 (configuration not stated)	1.4	0	-5	2	0.2	-6	99	-2	4	2
O=C(COC(=O)C1(c2ccccc2F)CCCC1)N1CCN(C(=O)c2ccco2)CC1	-1.4	-1	7	5	0.2	-7	96	4	0	4
O=c1c(-c2ccc(Cl)cc2)[n+]([O-])c2ccccc2n1OCc1ccccn1	-1.7	0	6	-4	-0.2	-7	96	5	-1	-5
Cc1ccccc1CNC(=O)Cc1ccccc1[N+](=O)[O-]	-0.8	0	-2	16	0.2	-2	112	.	-2	-2
CC(/C=C/c1ccc2c(c1)OCO2)=N/NC(=O)c1cccnc1	1.1	-2	12	13	-0.2	-14	91	11	-1	-1
COc1cccc(N2CCN(c3ccc4nnc(CCC(=O)Nc5ccc(OC)c(OC)c5)n4n3)CC2)c1	-0.2	4	17	12	0.0	-6	91	-6	6	-2
CC(=O)Nc1ccc(NC(=O)c2c(C)c(-c3ccccc3)nc3ccccc23)cc1	-0.7	1	6	5	-0.3	-5	100	6	-5	2
Cc1c(N/N=C(\C#N)C(=O)c2ccccc2)c(=O)n(-c2ccccc2)n1C	1.4	-9	20	-2	0.3	-2	100	-5	-1	1
O=C(NCC(=O)N(c1ccc(Cl)cc1)C(C(=O)NC1CCCC1)c1ccncc1)c1ccco1 (configuration not stated)	0.2	0	8	1	0.0	-7	110	-8	4	-20
OCCOCCNc1ncnc2c1c(-c1ccccc1)cn2-c1ccccc1	-0.3	3	11	5	2.6	-14	100	3	2	3
COc1ccc(S(=O)(=O)NNC(N)=S)cc1	3.2	2	6	7	-0.3	-4	96	1	-2	0
Cc1ccc(S(=O)(=O)N2CCOCC2)cc1C(=O)N1CCN(Cc2ccccc2)CC1	-0.3	-1	-6	-7	-0.1	.	98	9	-9	-1
COC(=O)c1cc(OC)c(OC)cc1NC(=S)N1CCCC(CO)C1 (configuration not stated)	-1.0	4	3	-6	-0.1	-9	101	-10	6	-6
Cc1ccc(C(=O)C2CCN(S(=O)(=O)c3ccccc3C(=O)O)CC2)cc1	-0.3	2	1	2	0.2	-3	97	11	0	28
CCCCn1c(N)c(N2CCOCC2)c(=O)n(CC(=O)NCCc2ccccc2)c1=O	-0.3	1	0	4	0.1	4	98	0	0	0
O=[N+]([O-])c1cccc(-c2cn3ccccc3n2)c1	-1.4	-6	-8	4	0.6	-1	104	-12	5	-2
O=C(N/N=C/c1cn[nH]c1-c1ccc(Cl)cc1)c1ccc([N+](=O)[O-])cc1	-2.5	-6	20	-1	0.0	1	99	3	-3	-3
CCN(CC)CCn1c(NC(=O)c2ccccc2O)nc2ccccc21	-0.4	5	30	1	0.0	-5	101	13	-5	20
O=C1c2ccccc2C(c2nnnn2Cc2ccccc2)N1CCc1ccccc1F (configuration not stated)	-0.8	.	.	.	-0.2	-7	91	.	2	-5
Cc1[nH]c2ccccc2c1/C=N/NC(=O)CCC(=O)NCc1ccccc1	1.1	-2	1	0	0.1	-10	94	2	-3	0
Cc1ccc(S(=O)(=O)Nc2ccc3c(c2)C(=O)N([C@H](C)CO)C[C@H](C)[C@@H](CN(C)C(=O)NC2CCCCC2)OCCCC[C@@H](C)O3)cc1	-2.3	-2	-8	4	0.2	-4	95	1	-4	5
NN/C(=C\[N+](=O)[O-])Nc1ccc(Cl)cc1	0.0	-1	-5	-8	-0.1	-4	99	8	2	1
Cn1c2ccc(F)cc2c2nc3ccccc3nc21	-0.3	13	0	6	0.0	-3	97	-4	2	4
Cc1cccc(N2CCN(C(=O)Cc3cn(C)c4ccccc34)CC2)c1C	-0.3	4	-6	4	0.0	-3	103	-24	4	4

Continued, overlapping the part above by 2 compounds.
SMILES	hiPSC survival	Glyco luc inh	Cardio protect	PDI turbidity	aDG glyco act	CaV13 ICDI inh	ABCB6 inh 2	Vif imaging	HTR2A ag	Exocytosis inh
Cn1c2ccc(F)cc2c2nc3ccccc3nc21	-0.3	13	0	6	0.0	-3	97	-4	2	4
Cc1cccc(N2CCN(C(=O)Cc3cn(C)c4ccccc34)CC2)c1C	-0.3	4	-6	4	0.0	-3	103	-24	4	4
COc1ccc2c(c1)OC[C@H]1[C@H]2N2C(=O)CN(Cc3ccco3)C(=O)[C@@]2(C)[C@H]1c1ccccc1	5.9	-1	11	-1	0.1	-10	101	1	-1	-4
COc1ccccc1S(=O)(=O)N(C)C[C@H]1Oc2ncc(Br)cc2C(=O)N([C@H](C)CO)C[C@H]1C	1.8	1	12	-2	-0.1	-7	95	-5	8	2
O=C(/C=C/c1ccc2c(c1)OCO2)c1ccc(F)cc1	-3.4	3	-4	3	0.1	-3	96	8	4	5
COC(=O)c1c(SCC(=O)Nc2ccc(C)c(C)c2)nc(=O)[nH]c1C	0.1	3	3	-15	-0.3	-4	98	-1	2	-3
CCc1nc2c(OCC(=O)N(C)C)cccn2c1N(C=O)Cc1ccc(OC)cc1	1.9	0	5	3	0.1	-7	97	3	6	-1
O=C(COc1ccccc1Cl)Nc1ccccc1C(=O)NC1CC1	-0.4	0	15	-2	-0.4	-2	99	-13	-1	-10
COCCNC(=O)C1(C)Cc2c(-c3ccc(NC(C)=O)cc3)ccnc2O1 (configuration not stated)	-1.2	2	7	-1	-0.3	-7	100	20	-3	-1
Clc1ccccc1Nc1nc(-c2ccncc2)nc2ccccc12	1.0	-5	5	-2	0.1	-2	103	-5	-1	49
Cc1ccc(-n2c(-c3cccc(C)c3)n[nH]c2=S)cc1	-2.4	1	4	-1	1.3	-6	90	-5	2	7
COc1ccc(S(=O)(=O)N(C(=O)c2ccncc2)c2ccc(OC(=O)c3ccncc3)cc2)cc1	-0.5	-2	7	1	0.3	-2	101	1	0	-2
O=C(NC1=NCCS1)c1cc2ccccc2o1	-1.5	-13	-15	1	-0.1	-6	100	2	0	-3
CC(C)N(C)Cc1nnnn1CC(=O)N(C)Cc1cccc(Cl)c1	-0.2	1	6	-5	0.0	-1	103	9	0	1
CCC(=O)c1ccc(N2CCN(C(=O)COc3ccc(F)cc3)CC2)c(F)c1	-1.2	-1	-19	0	-0.1	.	98	6	1	0
NC(=S)Nc1cccc(O)c1	0.2	3	-3	-2	0.1	-4	99	-12	-10	-2
CCc1cc(CNC(=O)C2CCC(=O)N(CCc3cccc(F)c3)C2)on1 (configuration not stated)	-0.2	1	-6	-3	-0.1	-5	100	-8	0	-1
O=C(Nc1ccc(Cl)cc1)N1CCSc2ccccc21	0.2	-1	1	-7	0.1	-6	88	-1	-3	-3
O=C(C1CCN(Cc2ccc(OCc3ccccc3)cc2)CC1)N1CCCC1	-3.0	-5	-2	5	0.2	-5	101	0	-6	-1
CC(OC(=O)c1ccc(NC(=O)CC#N)cc1)C(=O)Nc1ccc(Oc2ccccc2)cc1 (configuration not stated)	0.4	-4	-6	2	-0.2	-6	95	16	-9	-1
Cc1ccc(-n2nc3c(c2NC(=O)c2ccco2)CS(=O)C3)cc1 (configuration not stated)	-0.6	3	-2	-2	-0.3	.	101	5	-3	-2
Cc1ccc(C(=O)N2CCN(CCNC(=O)C(=O)Nc3ccc(Cl)cc3)CC2)cc1	-0.5	-2	-5	3	0.4	.	93	-4	12	2
COC(=O)c1ccc(NC(=O)C2C3C=CC(C3)C2C(=O)O)cc1 (configuration not stated)	0.2	1	-4	11	0.0	-2	84	-7	5	-3
CCOc1ccc(CN2CCN(Cc3cc4c(cc3Cl)OCO4)CC2CCO)cc1 (configuration not stated)	-0.6	-2	-4	6	0.2	-7	100	-4	-3	-6
COc1ccc(OC)c(/C=N/NC(=O)c2cccc3ccccc23)c1	0.3	0	-7	5	0.0	-5	101	5	0	-5
CC(C)N1CCN(Cc2ccc(C#CCCO)cc2)CC1CCO (configuration not stated)	-0.9	1	2	16	-0.4	-5	105	4	1	-8
Cc1ccc(F)c(S(=O)(=O)NC(=O)C2(C)CCN2C(=O)Cc2ccccc2)c1 (configuration not stated)	0.8	1	4	-6	-0.2	-15	95	4	0	-7
CC(NC(=O)c1ccccc1Cl)c1nnc(SCC(=O)Nc2ccc(C(=O)O)cc2)n1C (configuration not stated)	3.7	2	0	-4	0.1	.	95	19	0	-1
COCCN(C(=O)COC(=O)C1CCCCC1)c1c(N)n(Cc2ccccc2)c(=O)[nH]c1=O	4.5	-9	-4	1	0.1	-4	91	.	16*	-10
COc1ccc(C(=O)N2N=C3CC(C)(C)OCC3C2c2ccccc2)cc1 (configuration not stated)	1.8	-1	5	1	0.1	-3	96	8	0	-7
O=C(Nc1ccccc1C(=O)NCc1cccnc1)c1ccccc1F	-0.2	0	3	-7	-0.3	-5	100	1	-5	-2
Cc1cccc(C)c1OCc1cc(C(=O)N2CCC(C3CCCCC3)C2)no1 (configuration not stated)	0.5	-1	-4	6	0.0	-9	92	2	6	0
COC(=O)c1cc(OC)c(OC)cc1NC(=O)c1cc(-c2ccccc2)nc2ccccc12	-0.7	2	-2	-5	0.0	-7	98	-11	4	0
Cc1ccccc1OCc1nc2ccccc2c(=O)n1/N=C/c1c[nH]c2ccccc12	-0.1	-2	5	-12	-0.1	-5	96	-1	5	-2
CCOC(=O)C1CN(Cc2ccccc2)C(=O)C1=O (configuration not stated)	1.4	0	2	-61	-0.4	-6	96	0	-5	-1
N#CC1=C(N)SC(N)=C(C#N)C1c1c(Cl)cccc1Cl	0.4	2	6	-8	0.1	-1	118	-2	6	31
CCC(C)(C)NS(=O)(=O)c1cc(CN2C(=O)c3cccnc3C2=O)ccc1OC	0.0	2	8	-8	0.0	-3	103	0	-5	9
Cc1ccc(-c2cc3nc(-c4ccccc4)cc(N4CCOCC4)n3n2)cc1	3.0	-2	-11	-6	0.7	-6	97	-2	2	1
O=C(O)C(NC(=O)C1CCCN1C(=O)OCc1ccccc1)c1ccccc1 (configuration not stated)	0.0	2	-2	-2	-0.2	-20	103	3	0	-2
C(=C\c1ccccc1)/CSc1nnc(-c2ccccc2)n1Cc1ccco1	-1.9	?	-13	3	0.1	-6	114	-7	-6	15
